Screening results deposited in PubChem by several laboratories.
GalR3 antag – GalR3 antagonists in HEK293 cells, primary screen, cell-based, fluorescence readout | 360,000 compounds, 0.44% hits | HEK293 GalR3-CNG cAMP membrane potential fluorescence; galR3 body fused to GalR1 C-terminus | inhibition, % at 3 µM;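 active = inhibition above the screen-wide average plus 3 SD, cut at about 13% in these data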;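 also: forskolin and galanin both at EC90 stimulate the cells; cAMP rise reported by CNG channel membrane potential dye signal; 0% = forskolin plus galanin with DMSO and 100% = forskolin alone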
Target sequence (O60755 1-299 limits assumed): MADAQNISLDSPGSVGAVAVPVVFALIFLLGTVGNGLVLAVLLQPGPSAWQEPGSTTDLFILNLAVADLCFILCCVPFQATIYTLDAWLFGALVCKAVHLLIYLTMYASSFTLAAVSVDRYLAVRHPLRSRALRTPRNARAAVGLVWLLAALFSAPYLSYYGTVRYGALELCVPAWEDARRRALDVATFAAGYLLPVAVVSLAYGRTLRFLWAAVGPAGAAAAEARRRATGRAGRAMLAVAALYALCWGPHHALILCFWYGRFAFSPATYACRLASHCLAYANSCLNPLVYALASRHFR
MEKK2 WT-MEK5 – modulators of MEK5 binding to wildtype MEKK2, primary screen, biochemical, multiplex bead flow cytometry, Alexa488-MEK5 | Mitogen-activated protein kinase kinase kinase 2 (Homo sapiens), Q9Y2U5 | Alexa488-MEK5 binding to MEKK2 WT; actives lie on both sides | binding response (% of control), % at 10 µM | 290,000 compounds, 1.1% hits; in the data active = binding response below about 67% or above about 130%
GPR7 antagonist – GPR7 receptor antagonists, primary screen, cell-based, fluorescence, single concentration; 290,000 compounds, 1.1% hits; GPR7-expressing cells, fluorescence antagonist assay; Neuropeptides B/W receptor type 1 (Homo sapiens), P48145; inhibition, % at 4.4 µM; AID 1861, 2009; in the data active = inhibition above about 16%, passing the limit was not always enough;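 also: cells stimulated with the agonist NPW; 0% = agonist with vehicle and 100% = vehicle without agonist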
Target sequence (P48145 whole entry, looked up): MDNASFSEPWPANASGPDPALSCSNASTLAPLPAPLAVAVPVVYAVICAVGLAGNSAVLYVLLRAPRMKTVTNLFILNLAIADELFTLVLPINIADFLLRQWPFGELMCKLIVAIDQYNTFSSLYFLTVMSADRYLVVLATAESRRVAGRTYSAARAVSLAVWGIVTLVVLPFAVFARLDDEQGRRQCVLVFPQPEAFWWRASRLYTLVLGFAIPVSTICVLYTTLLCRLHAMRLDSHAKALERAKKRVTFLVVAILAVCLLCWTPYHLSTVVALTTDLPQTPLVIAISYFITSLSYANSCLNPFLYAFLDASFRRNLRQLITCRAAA
OXTR potentiate – human OXTR potentiators, primary screen, fluorescence, CHO-OTR cells, Fluo-8 calcium; Oxytocin receptor (Homo sapiens), P30559; Fluo-8 calcium fluorescence, potentiator mode; 0% = oxytocin EC15, 100% = EC100; activation, % at 3 µM; 320,000 compounds, 0.061% hits; AID 2445, 2010;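 active = activation above that plate's cutoff, the mean activation of tested compounds plus 3 SD, cut at about 6.6% in these data, passing the limit was not always enough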;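 also: 100% uses oxytocin at 75 nM as the full agonist control; some results filed as inactive read as strong as hits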
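Measured by – Fluo-8 calcium dye fluorescence · Test system – human OTR in CHO cells · Dosing – one concentration, 3.0 µM compound · Controls – EC15 oxytocin alone as 0%, 75 nM oxytocin as 100% · Evaluation – normalized max/min fluorescence ratio, % activation · Timing – 6 min pre-incubation, 100 s read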
MEKK2mut PB1 HTS – MEK5 binding signal on mutant MEKK2 PB1, primary screen, biochemical, multiplex bead flow cytometry, Alexa488-MEK5; Alexa488-MEK5 binding to MEKK2 mutant; percent response, % at 10 µM; 290,000 compounds, 0.35% hits; AID 1530, 2009; in the data active = percent response above about 24%, passing the limit was not always enough; also: inactives centre near 1; some results filed as inactive read as strong as hits
NALP1 yeast inh – NALP1 inflammasome inhibitors in reconstituted yeast, colorimetric, S. cerevisiae, triplicate retest; S. cerevisiae NALP1/ASC/caspase-1 growth, X-gal OD620, 72 h; inhibition, % at 10 µM; 280,000 compounds, 0.61% hits; AID 2071, 2009; in the data active = inhibition mostly above about 24%, no sharp cut-off; inactive = mostly below about 32%; also: some compounds called inactive have numbers as strong as hits
V1aR counter – agonists of human V1a receptor, primary screen, counter-screen for OXTR agonist project, fluorescence, CHO-V1R cells | Fluo-8 calcium fluorescence, agonist mode; 0% DMSO, 100% 3 nM vasopressin | activation, % at 3 µM | 320,000 compounds, 0.25% hits;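 active = activation above the mean activation of all tested compounds plus 3 SD, per screening run, cut at about 20% in these data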;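 also: signal is peak over basal fluorescence ratio across a 100 second FLIPR read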
Target sequence (P37288 whole entry, looked up): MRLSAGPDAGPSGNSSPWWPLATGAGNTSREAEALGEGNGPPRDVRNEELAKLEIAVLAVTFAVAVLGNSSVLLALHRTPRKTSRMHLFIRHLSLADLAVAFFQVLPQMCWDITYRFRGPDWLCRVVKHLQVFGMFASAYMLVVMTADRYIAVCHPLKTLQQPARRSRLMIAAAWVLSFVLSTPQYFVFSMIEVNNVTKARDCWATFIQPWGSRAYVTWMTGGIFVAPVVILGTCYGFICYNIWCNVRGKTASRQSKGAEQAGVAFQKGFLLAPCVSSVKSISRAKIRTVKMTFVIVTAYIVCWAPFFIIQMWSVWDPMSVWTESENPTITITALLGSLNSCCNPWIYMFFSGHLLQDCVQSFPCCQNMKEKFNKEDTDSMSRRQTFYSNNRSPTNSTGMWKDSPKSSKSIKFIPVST
OXTR ag – human OXTR agonists, primary screen, fluorescence, CHO-OTR cells, Fluo-8 calcium. Oxytocin receptor (Homo sapiens), P30559. Fluo-8 calcium fluorescence; normalized: DMSO 0%, oxytocin 100%. activation, % at 3 µM. 320,000 compounds, 0.32% hits. AID 2435, 2010;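 active = activation above the mean of all tested compounds plus 3 SD, cutoff set per screening run, cut at about 20% in these data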;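 also: peak over basal fluorescence ratio from a 100 s FLIPR kinetic read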
M18AAP inhibitor – PfM18AAP inhibitors, malaria aminopeptidase, primary screen, biochemical, QFRET, recombinant enzyme. inhibition, % at 7.35 µM. 290,000 compounds, 1.2% hits. H-Glu-NHMec fluorogenic cleavage;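 active = inhibition above the campaign mean inhibition over all tested compounds plus 3 SD, cut at about 28% in these data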;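 also: 0% = plate median of test compound wells and 100% = 2 mM ZnCl2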
* = called active by the depositor. Not a hit list. Share with any hit: about 4.1%.

Start of the listing, in advance (two entries):
For CC(=O)Nc1ccc(NC(=O)C(C)c2cccc(C(=O)c3ccccc3)c2)cc1 (stereo unspecified) the results were GalR3 antag -3.9, MEKK2 WT-MEK5 102.0, GPR7 antagonist 7.2, OXTR potentiate -3.7, MEKK2mut PB1 HTS 2.0, NALP1 yeast inh 16.4, V1aR counter 2.3, OXTR ag 1.4 and M18AAP inhibitor -2.1.
O=C(O/N=C1/CCSc2ccccc21)c1ccccc1 was read as GalR3 antag -4.8, MEKK2 WT-MEK5 102.0, GPR7 antagonist -4.5, OXTR potentiate -4.9, MEKK2mut PB1 HTS 5.0, NALP1 yeast inh 3.4, V1aR counter -0.6, OXTR ag -2.3 and M18AAP inhibitor 6.8.

The listing, from the first entry:
For CC(=O)Nc1ccc(NC(=O)C(C)c2cccc(C(=O)c3ccccc3)c2)cc1 (stereo unspecified) the results were GalR3 antag -3.9, MEKK2 WT-MEK5 102.0, GPR7 antagonist 7.2, OXTR potentiate -3.7, MEKK2mut PB1 HTS 2.0, NALP1 yeast inh 16.4, V1aR counter 2.3, OXTR ag 1.4 and M18AAP inhibitor -2.1.
O=C(O/N=C1/CCSc2ccccc21)c1ccccc1 was read as GalR3 antag -4.8, MEKK2 WT-MEK5 102.0, GPR7 antagonist -4.5, OXTR potentiate -4.9, MEKK2mut PB1 HTS 5.0, NALP1 yeast inh 3.4, V1aR counter -0.6, OXTR ag -2.3 and M18AAP inhibitor 6.8.
`Nc1oc2ccc(F)cc2c(=O)c1C=O` gave GalR3 antag -3.0, MEKK2 WT-MEK5 96.0, GPR7 antagonist -7.7, OXTR potentiate -4.6, MEKK2mut PB1 HTS -1.0, NALP1 yeast inh 14.1, V1aR counter 1.2, OXTR ag 1.6 and M18AAP inhibitor 0.7.
CCc1nnc(NS(=O)(=O)c2ccc(NC(=O)c3cccc([N+](=O)[O-])c3)cc2)s1 was read as GalR3 antag -6.7, MEKK2 WT-MEK5 102.0, GPR7 antagonist -7.5, OXTR potentiate -3.6, MEKK2mut PB1 HTS 3.0, NALP1 yeast inh -7.6, V1aR counter 0.3, OXTR ag 0.3 and M18AAP inhibitor -4.2.
For COc1ccccc1N1CC(C(=O)Nc2ccc(C)c(S(=O)(=O)N3CCOCC3)c2)CC1=O (stereo unspecified) the results were GalR3 antag -6.5, OXTR potentiate -8.2, V1aR counter 0.4 and OXTR ag 0.7.
Screening CCOC(=O)c1nnc(-c2ccccc2)nc1N1CCSCC1 returned GalR3 antag -5.0, MEKK2 WT-MEK5 89.0, GPR7 antagonist -4.8, OXTR potentiate -2.8, MEKK2mut PB1 HTS -7.0, NALP1 yeast inh 7.0, V1aR counter -1.6, OXTR ag -1.9 and M18AAP inhibitor 0.6.
`O=C(Cn1ccc([N+](=O)[O-])n1)NCc1nc2ccccc2[nH]1` gave GalR3 antag 1.1, MEKK2 WT-MEK5 85.0, GPR7 antagonist -9.9, OXTR potentiate -3.9, MEKK2mut PB1 HTS -11.0, NALP1 yeast inh -6.0, V1aR counter -0.7, OXTR ag -0.6 and M18AAP inhibitor -14.4.
Screening Cc1ccc(S(=O)(=O)NCC2(c3ccccc3)CCOCC2)cc1 returned GalR3 antag -1.6, MEKK2 WT-MEK5 97.0, GPR7 antagonist -5.8, OXTR potentiate -5.8, MEKK2mut PB1 HTS -3.0, NALP1 yeast inh 16.3, V1aR counter -1.4, OXTR ag -0.9 and M18AAP inhibitor -9.1.
CNS(=O)(=O)c1cccc(C(=O)OCc2csc(-c3ccccc3)n2)c1 was read as GalR3 antag 4.0, MEKK2 WT-MEK5 99.0, GPR7 antagonist 10.3, OXTR potentiate -11.2, MEKK2mut PB1 HTS -3.0, NALP1 yeast inh 13.6, V1aR counter 4.6, OXTR ag 2.7 and M18AAP inhibitor 4.8.
Cc1ccc(-n2c(=O)[nH]c3ncccc3c2=O)cc1 was read as GalR3 antag -3.7, MEKK2 WT-MEK5 104.0, GPR7 antagonist -8.8, OXTR potentiate -9.6, MEKK2mut PB1 HTS 1.0, NALP1 yeast inh 5.8, V1aR counter 0.8, OXTR ag 0.4 and M18AAP inhibitor 4.0.
For CCCNC(=O)C(Cc1ccc(Cl)cc1)NC(=O)c1ccc(-c2ccccc2)cc1 (stereo unspecified) the results were GalR3 antag -3.7, OXTR potentiate -4.0, V1aR counter 0.0 and OXTR ag 0.7.
For Cn1cc(/C=C/C(=O)N2CCCC(C(=O)c3ccc(C(C)(C)C)cc3)C2)cn1 (stereo unspecified) the results were GalR3 antag -4.2, MEKK2 WT-MEK5 99.0, GPR7 antagonist 0.4, OXTR potentiate -6.7, MEKK2mut PB1 HTS -2.0, NALP1 yeast inh -5.1, V1aR counter 4.1, OXTR ag 2.9 and M18AAP inhibitor -5.9.
For CCOC(=O)C(NCCc1ccc(F)cc1)(NC(=O)CC)C(F)(F)F (stereo unspecified) the results were GalR3 antag -2.7, MEKK2 WT-MEK5 94.0, GPR7 antagonist -9.8, OXTR potentiate 1.9, MEKK2mut PB1 HTS -2.0, NALP1 yeast inh 18.1, V1aR counter 0.5, OXTR ag -1.1 and M18AAP inhibitor 1.6.
CCc1nnc(SC(C)C(=O)Nc2nccs2)n1C (stereo unspecified) was read as GalR3 antag 1.3, MEKK2 WT-MEK5 94.0, GPR7 antagonist -25.7, OXTR potentiate 3.2, MEKK2mut PB1 HTS -6.0, NALP1 yeast inh -0.3, V1aR counter 1.5, OXTR ag 2.0 and M18AAP inhibitor -2.5.
`O=C(NCc1ccc(Cl)cc1)c1noc2c1CCCC2` gave GalR3 antag -5.5, MEKK2 WT-MEK5 104.0, GPR7 antagonist -8.3, OXTR potentiate 0.6, MEKK2mut PB1 HTS 3.0, NALP1 yeast inh 21.6, V1aR counter -0.9, OXTR ag -1.1 and M18AAP inhibitor 3.1.
Screening CCN(CC)CCN1C(=O)C(=O)/C(=C(/O)c2ccc(OC(C)C)cc2)C1c1cccs1 (stereo unspecified) returned GalR3 antag -3.6, MEKK2 WT-MEK5 105.0, GPR7 antagonist 4.7, OXTR potentiate -2.5, MEKK2mut PB1 HTS 2.0, NALP1 yeast inh 10.2, V1aR counter 1.5, OXTR ag 0.2 and M18AAP inhibitor -2.1.
Cc1ccc(N=CC2=C(O)CC(c3ccc(Cl)cc3)CC2=O)cc1 (stereo unspecified) was read as GalR3 antag 1.6, MEKK2 WT-MEK5 95.0, GPR7 antagonist -14.0, OXTR potentiate -0.8, MEKK2mut PB1 HTS -1.0, NALP1 yeast inh 17.0, V1aR counter 1.3, OXTR ag -1.0 and M18AAP inhibitor 2.4.
COc1ccc(/C=C2\SC(=S)N(CCCC(=O)N3CCOCC3)C2=O)cc1OC was read as GalR3 antag -7.7, MEKK2 WT-MEK5 96.0, GPR7 antagonist -13.7, OXTR potentiate -5.8, MEKK2mut PB1 HTS -3.0, NALP1 yeast inh 10.6, V1aR counter 0.8, OXTR ag -0.2 and M18AAP inhibitor 2.4.
Cc1ccc(S(=O)(=O)N2CCN(c3ccccc3)CC2)cc1C(=O)NC1CCCCC1 was read as GalR3 antag -2.1, MEKK2 WT-MEK5 102.0, GPR7 antagonist 1.8, OXTR potentiate -8.0, MEKK2mut PB1 HTS 4.0, NALP1 yeast inh 5.6, V1aR counter 2.2, OXTR ag -1.1 and M18AAP inhibitor -2.9.
Screening CC(C(=O)Nc1ccccc1-c1ccccc1)N1CCN(C(=O)c2ccccc2)CC1 (stereo unspecified) returned GalR3 antag -5.8, MEKK2 WT-MEK5 96.0, GPR7 antagonist -6.3, OXTR potentiate -3.1, MEKK2mut PB1 HTS 0.0, NALP1 yeast inh 2.2, V1aR counter -1.0, OXTR ag -0.3 and M18AAP inhibitor -2.1.
`Cc1ccc(C(=O)N/C(=C\c2ccc3c(c2)OCO3)C(=O)Nc2ccc(C(=O)O)cc2)cc1` gave GalR3 antag 2.9, MEKK2 WT-MEK5 100.0, GPR7 antagonist 2.4, OXTR potentiate 2.2, MEKK2mut PB1 HTS 5.0, NALP1 yeast inh -3.5, V1aR counter 0.4, OXTR ag 0.2 and M18AAP inhibitor -11.7.
`Cn1ccc(=S)c2ccccc21` gave GalR3 antag -1.6, MEKK2 WT-MEK5 95.0, GPR7 antagonist -6.3, OXTR potentiate -3.6, MEKK2mut PB1 HTS -3.0, NALP1 yeast inh 11.8, V1aR counter 0.9, OXTR ag 1.2 and M18AAP inhibitor 2.3.
Screening Cn1cccc1/C=N/n1c(-c2ccc(Cl)cc2)n[nH]c1=S returned GalR3 antag -3.0, MEKK2 WT-MEK5 109.0, GPR7 antagonist 3.3, OXTR potentiate -13.9, MEKK2mut PB1 HTS 12.0, NALP1 yeast inh 23.9, V1aR counter 9.0, OXTR ag 6.0 and M18AAP inhibitor -6.5.
Screening COCCN1Cc2cccc(C(=O)Nc3ccc(C)c(C)c3)c2C1=O returned GalR3 antag -3.3, MEKK2 WT-MEK5 107.0, GPR7 antagonist 10.4, OXTR potentiate -16.0, MEKK2mut PB1 HTS 3.0, NALP1 yeast inh 1.6, V1aR counter -0.5, OXTR ag -1.2 and M18AAP inhibitor -0.5.
CCOC(=O)C1=C(N)N(c2ccc(C)cc2)C2=C(C(=O)CCC2)C1c1cccs1 (stereo unspecified) was read as GalR3 antag -4.4, MEKK2 WT-MEK5 90.0, GPR7 antagonist 1.9, OXTR potentiate -0.4, MEKK2mut PB1 HTS -3.0, NALP1 yeast inh 23.8, V1aR counter -1.1, OXTR ag -2.1 and M18AAP inhibitor 4.4.
COCCNC(=O)CN(C(=O)CCC(=O)Nc1ccccn1)c1ccc(F)c(Cl)c1 was read as GalR3 antag 0.1, MEKK2 WT-MEK5 102.0, GPR7 antagonist 4.9, OXTR potentiate 3.4, MEKK2mut PB1 HTS 8.0, NALP1 yeast inh -25.9, V1aR counter 0.4, OXTR ag -0.7 and M18AAP inhibitor 2.3.
For Cc1ccccc1C(=O)Nc1cccc(C(=O)N/N=C/c2cc(Cl)cc([N+](=O)[O-])c2O)c1 the results were GalR3 antag -0.3, MEKK2 WT-MEK5 102.0, GPR7 antagonist -12.8, OXTR potentiate -12.7, MEKK2mut PB1 HTS 9.0, NALP1 yeast inh -0.2, V1aR counter -0.9, OXTR ag -1.8 and M18AAP inhibitor 3.0.
For CC(C)CNC(=O)c1ccc(NC(=O)c2cccs2)cc1 the results were GalR3 antag -0.8, MEKK2 WT-MEK5 99.0, GPR7 antagonist -0.9, OXTR potentiate -4.5, MEKK2mut PB1 HTS -1.0, NALP1 yeast inh 15.8, V1aR counter 0.4, OXTR ag -0.1 and M18AAP inhibitor -3.5.
